Caspase-7 inhib – qHTS Assay for Allosteric/Competitive Inhibitors of Caspase-7; P55210; Potency, µM (doses to about 57.5 µM), without a hit: at the top dose activity change, negative = inhibition, usual class: inhibitors; 75,000 compounds, 0.02% hits; recombinant caspase-7, Ac-DEVD-AFC fluorescence rate; active = well fitted inhibition curve with a large enough effect in the main read-out, with a control signal flat, not every such curve was filed as active; inconclusive = small, poorly fitted or top-dose-only effect, or a change in a side signal; note: potency is the fitted concentration of half-maximal effect; % of control where 0% means no effect
Target sequence (P55210 24-198 limits assumed): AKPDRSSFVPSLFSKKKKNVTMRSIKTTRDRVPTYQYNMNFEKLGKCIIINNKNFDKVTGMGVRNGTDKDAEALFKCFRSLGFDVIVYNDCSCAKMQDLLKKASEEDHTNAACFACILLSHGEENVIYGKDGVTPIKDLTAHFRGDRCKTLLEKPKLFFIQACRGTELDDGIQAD
Target sequence (P55210 207-303 limits assumed): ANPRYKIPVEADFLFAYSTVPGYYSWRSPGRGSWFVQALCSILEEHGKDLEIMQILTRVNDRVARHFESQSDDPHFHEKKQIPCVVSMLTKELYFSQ
HEK293 cAMP cs – qHTS Assay for Agonists of the Thyroid Stimulating Hormone Receptor: Activators of Intracellular cAMP Concentrations in Parental HEK 293; parental HEK293 CNG cAMP sensor, membrane potential fluorescence; Potency, µM (series often up to 57.1 µM), without a hit: at the top dose activation, usual class: activators; 73,000 compounds, 2.5% hits; AID 938, 2007; note: potency is the fitted concentration of half-maximal effect; % of control where 0% means no effect; nearly all actives have a fitted effect of over 55% in size
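Parental HEK 293 cells stably expressing a modified CNG channel (no TSHR) report cAMP rise as membrane depolarization. Membrane potential dye with 100 uM RO 20-1724 was loaded for 60 min at room temperature, then compound added for 30 min; fluorescence read at 590 nm.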
Casp1 inh – qHTS Assay for Allosteric/Competitive Inhibitors of Caspase-1. P29466. Caspase-1 enzyme, Ac-WEHD-AFC fluorogenic rate. Potency, µM (series often up to 57.5 µM), without a hit: top-dose activity change, negative = inhibition, most hits filed as inhibitors. 75,000 compounds, 0.03% hits. AID 900, 2007;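 note: potency is the fitted concentration of half-maximal effect; plate controls were vehicle for no effect and no substrate for full effect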
Texas Red fluor – qHTS Assay for Spectroscopic Profiling in Texas Red Spectral Region; Compound fluorescence, Texas Red channel, 547/618 nm; stronger effect = higher value; AID 587, 2007; 59,000 compounds, 0.06% hits; max dye-equivalent concentration, M; in the data active = max dye-equivalent concentration above about 10 nM; inconclusive = between about 1.1 nM and that limit
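Compound fluorescence was read after 15 min at room temperature in 100 mM Tris, pH 8.0, using 547 nm excitation and 618 nm emission across a concentration series. It was expressed as Texas Red dye-equivalent concentration from an on-plate standard curve.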
Tau filament bind – qHTS Assay for Tau Filament Binding | recombinant tau filaments, thioflavin S fluorescence, 15 h; filaments grown with octadecylsulfate alongside compound | Potency, µM (titrated, usually from 57.1 µM), for inactives: top-dose activity change, negative = inhibition | 71,000 compounds, 2% hits | AID 596, 2007;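 note: potency is the fitted concentration of half-maximal effect; % is set by controls: 0 for no effect and ±100 for the full control effect; actives lower thioflavin S fluorescence by blocking filaments or displacing dye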
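Quantitative HTS: thioflavine S signal from ODS-induced tau filaments, excited at 450 nm, emission 510 nm. Conditions: 1 uM tau, 30 uM ODS, 15 h at 37 C, pH 7.4.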
Fluorescein fluor – qHTS Assay for Spectroscopic Profiling in Fluorescein Spectral Region; AID 593, 2007; Compound autofluorescence, 480/540 nm, fluorescein-equivalent; stronger effect = higher value; 59,000 compounds, 0.91% hits; max fluorescein-equivalent concentration, M; in the data active = max fluorescein-equivalent concentration above about 10 nM; inconclusive = between about 1.1 nM and that limit
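Spectral profiling of library compounds in the fluorescein window (480 nm excitation, 540 nm emission) after 15 min at room temperature in pH 8.0 Tris (100 mM). Values are dye-equivalent concentrations.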
HADH2 inh – qHTS Assay for Inhibitors of HADH2 (Hydroxyacyl-Coenzyme A Dehydrogenase, Type II). Potency, µM (top dose mostly 57.1 µM), inactives show top-dose activity change, negative = inhibition, most hits filed as inhibitors. recombinant HADH2, NADH fluorescence, beta-hydroxybutyryl-CoA. 73,000 compounds, 3.4% hits. 3-hydroxyacyl-CoA dehydrogenase type-2 (Homo sapiens), Q99714; note: potency is the fitted concentration of half-maximal effect; % is set by controls: 0 for no effect and ±100 for the full control effect; nearly all actives have a fitted effect of over 60% in size; many of its hits are not listed in these tables
Target sequence (Q99714 whole entry, looked up, one chain of several): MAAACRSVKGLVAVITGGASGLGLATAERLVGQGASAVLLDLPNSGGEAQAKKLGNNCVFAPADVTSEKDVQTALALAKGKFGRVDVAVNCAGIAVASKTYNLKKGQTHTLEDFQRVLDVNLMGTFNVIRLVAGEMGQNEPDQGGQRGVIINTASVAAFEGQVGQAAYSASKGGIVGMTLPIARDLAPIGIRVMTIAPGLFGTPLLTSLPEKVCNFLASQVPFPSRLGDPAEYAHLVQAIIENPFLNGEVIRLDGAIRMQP
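Activity measured as NADH fluorescence gain (360/450 nm), taken as the change between first and last reads of a 4-min kinetic run. Conditions: pH 9.0 Tris buffer, 20 nM E. coli-expressed His-tagged enzyme, 1 mM NAD+, 90 uM beta-hydroxybutyryl-CoA; 15-min compound preincubation.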
ERK AVP inh – qHTS Assay for Inhibitors of the ERK Signaling Pathway using a Homogeneous Screening Assay. HEK293-V1b, vasopressin-stimulated pERK AlphaScreen. Potency, µM (titrated, usually from 57.5 µM), without a hit: at the top dose activity, negative = inhibition, actives largely listed as inhibitors. 72,000 compounds, 0.99% hits; note: potency is the fitted concentration of half-maximal effect; % is set by controls: 0 for no effect and ±100 for the full control effect; nearly all actives have a fitted effect of over 55% in size
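Phosphorylated ERK1/2 detected via AlphaScreen bead proximity in lysates of V1b-expressing HEK293 cells given 25 nM vasopressin for 5 min after 30 min compound exposure (37 °C). AC50 from Hill equation; basal DMSO 0%, vasopressin 100%.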
USP2a inh – qHTS Assay for Inhibitors of Ubiquitin-specific Protease USP2a; USP2a enzymatic assay, qHTS inhibition; 60,000 compounds, 0.1% hits; Ubiquitin carboxyl-terminal hydrolase 2 (Homo sapiens), O75604; Potency, µM (titrated, usually from 38.3 µM), for inactives: top-dose activity change, negative = inhibition, most hits filed as inhibitors;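 note: potency is the fitted concentration of half-maximal effect; nearly all actives have a fitted effect of over 60% in size; plate controls were DMSO for no effect and NEM full inhibition control for full effect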
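Inhibition is measured in a cell-free coupled assay with 20 nM USP2 core, 20 nM Ub-PLA2 and 20 uM NBD C6-HPC, 2.5 h incubation. Activity normalized to NEM control.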
Luciferase inh – qHTS Assay for Inhibitors of Firefly Luciferase; 72,000 compounds, 2.2% hits; purified firefly luciferase, luminescence, 8 min; Potency, µM (highest dose often 57.1 µM), for the others: at the top dose activity change, negative = inhibition, usual class: inhibitors; note: potency is the fitted concentration of half-maximal effect; % is set by controls: 0 for no effect and ±100 for the full control effect; nearly all actives have a fitted effect of over 40% in size
Target sequence (P08659 whole entry, looked up): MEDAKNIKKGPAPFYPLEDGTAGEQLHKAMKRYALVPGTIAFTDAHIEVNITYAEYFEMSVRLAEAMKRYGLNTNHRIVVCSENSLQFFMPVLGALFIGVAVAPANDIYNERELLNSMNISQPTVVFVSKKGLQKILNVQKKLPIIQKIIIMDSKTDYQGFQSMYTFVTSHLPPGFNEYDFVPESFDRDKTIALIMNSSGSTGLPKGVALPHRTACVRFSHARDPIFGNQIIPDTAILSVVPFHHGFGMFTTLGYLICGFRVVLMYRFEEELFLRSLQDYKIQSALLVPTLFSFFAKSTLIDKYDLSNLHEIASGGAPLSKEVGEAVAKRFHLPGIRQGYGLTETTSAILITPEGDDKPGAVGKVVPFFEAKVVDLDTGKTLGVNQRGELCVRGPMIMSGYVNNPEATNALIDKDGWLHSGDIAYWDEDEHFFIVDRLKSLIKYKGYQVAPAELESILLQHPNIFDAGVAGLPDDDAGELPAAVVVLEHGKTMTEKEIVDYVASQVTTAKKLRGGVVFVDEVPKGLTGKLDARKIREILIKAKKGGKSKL
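Substrate buffer containing 10 uM ATP (pH 7.2 imidazole, Mg2+, KCl, detergent, BSA) is dispensed, compound pinned in, then luciferase/luciferin detector mix added. After 8 min at ambient temperature, light output is measured.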
Rhodamine autofl – qHTS Assay for Spectroscopic Profiling in Rhodamine Spectral Region; max dye-equivalent concentration, M; Rhodamine-region fluorescence, 547/598 nm, Tris buffer; stronger effect = higher value; 59,000 compounds, 0.05% hits; in the data active = max dye-equivalent concentration above about 11 nM; inconclusive = between about 1.1 nM and that limit
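Compounds in 100 mM Tris buffer, pH 8.0, were incubated 15 min at room temperature, then read at 547 nm excitation and 598 nm emission. Fluorescence was normalized against a per-plate six-point rhodamine standard curve as dye-equivalent concentration.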
* hit, by the source's call; i = inactive; u = inconclusive; x = no result given; [ ] = another dose, or the depositor's remark. Unless noted, calls come from the whole dose curve; as a rule, active = well fitted curve in the direction sought with a large enough effect; inconclusive = small, poorly fitted or top-dose-only effect, or another doubt; inactive = no such curve, though single readings can be large; an effect the other way counts as inactive or inconclusive.

SMILES | Caspase-7 inhib | HEK293 cAMP cs | Casp1 inh | Texas Red fluor | Tau filament bind | Fluorescein fluor | HADH2 inh | ERK AVP inh | USP2a inh | Luciferase inh | Rhodamine autofl
COC(=O)C1=C(C)N2C(=O)CSC2=NC1c1ccc2c(c1)OCO2 (configuration not stated) | 0% | 19% | -2% | x | 2% | x | -13% | 0% | 27% | 0% | x
CCN(CC)C(=O)CSc1nnc(-c2cc(OC)cc(OC)c2)o1 | 1% | 7% | -2% | i | -9% | i | 1% | -8% | 6% | 0% | i
CC(=O)CC1(O)C(=O)N(CN2CCN(c3ccccc3)CC2)c2ccccc21 (configuration not stated) | 3% | 1%[11.4 µM] | -6% | x | -14%[11.4 µM] | x | 1%[11.4 µM] | -9% | 2%[7.66 µM] | 0% | x
COc1ccc(S(=O)(=O)NCCSc2ccc(C)cc2)cc1OC | -1% | u | -1% | x | -8% | x | -10% | -8% | 10% | 1% | x
CCN(c1ccccc1)S(=O)(=O)c1ccc(F)c(C(=O)O)c1 | -4% | 10% | 1% | u | -6% | i | -1% | 0% | 3% | 0% | i
O=C(COC(=O)C1CCC1)Nc1ccc(OC(F)F)cc1 | 1% | 0% | 4% | i | 50% | u | 9% | -9% | 1% | -5% | i
CCC(C)C(NC(=O)c1ccccc1NC(=O)c1ccc(OC)cc1)C(=O)NCc1ccco1 (configuration not stated) | 0% | 27% | -1% | i | 311% | u | -14% | 6% | 28% | 2% | i
COc1ccc(C2CC(=O)c3c(C)nc(N4CCN(Cc5ccccc5)CC4)nc3C2)cc1OC (configuration not stated) | -2% | 27% | -5% | i | 24% | i | -13% | u | 30%[activator] | 3% | i
CN(C)C(=O)c1ccc(-c2nc(NCc3cccs3)c3ccccc3n2)cc1 | -1% | u | -2% | i | -6% | i | 10% | -27% | 35%[activator] | -3%[2.29 µM] | i
COCCSc1nc2sc3c(c2c(=O)n1-c1ccccc1)CCN(C)C3 | -5% | 6% | -1% | i | 392% | i | 1% | -6% | 29% | 3% | i
C=C(C)Cn1c(-c2ccccc2)nc2ccccc21 | 0% | 71%[11.4 µM] | -2% | x | 7%[11.4 µM] | x | -4%[11.4 µM] | -9% | -1%[7.66 µM] | -3% | x
c1ccc(-c2cc(-c3nnc4sc(-c5ccccn5)nn34)[nH]n2)cc1 | -10% | 25µM* | -4% | i | 1µM* | u | 2% | u | 36%[activator] | u | i
COc1ccccc1N1CCN(C(=O)CSc2nc(C)c(Cc3ccccc3)c(=O)[nH]2)CC1 | -5% | 25µM* | -5% | i | -2% | i | 2% | 13% | -9% | 0% | i
Cc1nc2ccccn2c1-c1nnco1 | -1% | 1% | 0% | i | 5% | i | u | -12% | -5% | -3% | i
O=C(NCc1ccccc1)c1cc(-c2cccs2)on1 | -1% | 9% | -2% | i | 2% | u | -1% | 19% | 5% | 2% | i
CC1(C)C(=O)C2(C(=O)NCc3ccccc3)CCC1C2 (configuration not stated) | -2% | -1% | 0% | i | 9% | i | 3% | -3% | 3% | 0% | i
N=c1nc(N)nc2n1NC(c1ccc(F)cc1)=CS2 | 1% | -11% | -1% | i | -28% | i | -3% | -21% | 23% | -26% | i
CCOC(=O)c1cc2n(n1)C(C(F)(F)C(F)(F)F)CC(C)N2 (configuration not stated) | 0% | 2% | 0% | u | -18% | u | 8% | -8% | 12% | 2% | i
CN(C)C(=O)c1ccc(-c2nc(N(C)Cc3ccco3)c3ccccc3n2)cc1 | -3% | u | -2% | i | 22% | u | -1% | u | 27% | -1%[2.29 µM] | i
CCCCCSc1nc2c(c(=O)[nH]c(=O)n2C)n1CC | 3% | 4% | -3% | x | 9% | x | u | x | x | 0% | x
O=C(NCc1ccc2c(c1)OCO2)C1CCN(c2ncccn2)CC1 | 1% | 6% | -2% | i | -7% | i | -3% | 6% | x | 0% | i
CN1CCN(CP(=O)(N2CCOCC2)N2CCOCC2)CC1 | 0% | -3% | 2% | i | -4% | i | 0% | 2% | -11% | 4% | i
N#Cc1c(Nc2ccccc2)c(C=NCCN2CCOCC2)c[nH]c1=O | -8% | 4% | -10% | i | 58% | i | 8% | 17% | -2% | 1% | i
COC(=O)C1=C(C)NC(C)=C(C(=O)OC)C1c1cn(-c2ccccc2)nc1-c1ccco1 | -8% | 8% | -7% | x | -15% | x | 143%[activator] | -6% | 35%[activator] | 0% | x
O=C1CC(c2cccs2)c2cc3c(cc2N1)OCO3 (configuration not stated) | -8% | 7% | 3% | u | -11% | i | -5% | 7% | 23% | -1% | i
CCOc1ccc2nc(N3CCCC(C(=O)N4CCN(CC)CC4)C3)sc2c1 (configuration not stated) | -3% | -1% | -2% | x | -18% | x | -5% | 6% | x | u | x
CCS(=O)(=O)Nc1cccc(C(=O)CC2(O)C(=O)Nc3ccccc32)c1 (configuration not stated) | 2% | 3% | 1% | i | -25% | i | 4% | 9% | x | -1% | i
Cc1ccc2nc(CC(=O)c3ccc4ccccc4c3)c(=O)[nH]c2c1 | -3%[11.5 µM] | 22%[11.4 µM] | -4%[11.5 µM] | i | -20%[11.4 µM] | i | 11%[11.4 µM] | 3%[11.5 µM] | x | -13%[11.4 µM] | i
CCOc1ccc(N2C(=O)c3cccnc3C2Nc2ccc(Cl)cc2)cc1 (configuration not stated) | -3% | 4% | 2% | u | -10% | i | -9% | -2% | 26% | 1% | i
O=C(CN1C(=O)CSC1=O)Nc1ccc(F)c(F)c1F | 1% | u | -1% | i | 3% | i | 9% | 5% | -8% | -1% | i
CCC[C@@H]1C[C@@]1(CCC)[C@@H](NP(=O)(c1ccccc1)c1ccccc1)c1ccc(C(=O)OC)cc1 | -2% | 13µM* | -4% | x | -19% | x | -3% | 14% | x | x | x
Cc1ccc2c(c1)C(O)(c1c(C)[nH]c3ccccc13)C(=O)N2 (configuration not stated) | -1% | -3% | -3% | i | -5% | i | -15% | -14% | 1% | 1% | i
CC(C)(C)c1ccc(OCC(=O)O)c(Cl)c1 | 0%[11.5 µM] | 11%[11.4 µM] | 0%[11.5 µM] | i | 1%[11.4 µM] | u | 6%[11.4 µM] | -3%[11.5 µM] | x | 1%[11.4 µM] | i
COc1cc2ccccc2cc1C(=O)N1CCN(C)CC1 | 1% | 5% | 0% | i | 1% | i | -19% | 13% | x | -1% | i
CCOC(=O)N1CCN(C(=O)c2ccc3nc4ccsc4c(=O)n3c2)CC1 | -1% | -2% | 3% | x | -16% | x | u | -3% | x | 0% | x
COC(=O)c1ccccc1NC(=O)Cn1ccnc1 | -1% | 1% | -1% | i | 5% | i | 2% | -14% | -1% | 0% | i
O=C(O)c1ccc(NS(=O)(=O)c2ccsc2C(=O)O)c(O)c1 | -1% | 15% | -1% | x | x | x | -8% | -11% | x | x | x
CCCN1C(=O)C2C(C(=O)Nc3cccc(OC)c3)C3C=CC2(O3)C1C(=O)NC1CCCCC1 (configuration not stated) | 3% | 6% | -1% | i | 0% | i | 0% | 23% | 11% | 0% | i
O=C(c1cccs1)N1CCN(S(=O)(=O)N2CCCCC2)CC1 | 2% | 3% | -1% | i | -5% | i | 4% | -15% | -7% | 1% | i
O=C(Nc1ccc(Cl)cc1C(=O)O)c1ccc2c(c1)C(=O)N(Cc1ccco1)C2=O | 1% | -19% | 0% | i | u | i | u | 4% | -13% | -2% | i
CN(CCO)Cc1ncccc1O | 0%[11.5 µM] | -1%[11.4 µM] | 0%[11.5 µM] | u | 14%[11.4 µM] | u | -24%[11.4 µM] | -19%[11.5 µM] | x | 2%[11.4 µM] | i
O=S(=O)(NCCSc1ccc(Cl)cc1)c1ccc2c(c1)OCCO2 | -3% | 15% | -3% | i | 16% | i | -10% | -19% | -9% | 3% | i
COc1nc(NC(C)(C)C)nc(Oc2ccc(=O)n(C)n2)n1 | 0% | 6% | -3% | x | 8% | x | -6% | -3% | x | 5% | x
CC1(C)O[C@H]2C[C@@H]3[C@H]4CCC5=CC(=O)CC[C@@]5(C)[C@]4(F)[C@@H](O)C[C@@]3(C)[C@@]2(C(=O)CCl)O1 | 0%[25.7 µM] | 12%[25.6 µM] | -2%[25.7 µM] | u | -2%[25.6 µM] | u | -5%[25.6 µM] | 1%[25.7 µM] | 30%[17.1 µM] | 0%[25.5 µM] | i
Cc1ccc(NC(=O)CSc2nnc(-c3ccc(S(=O)(=O)N4CCCC4)cc3)o2)cc1C | 1% | 0% | -1% | i | i | u | 20% | -5% | x | -14% | i

Screening data: PubChem, National Center for Advancing Translational Sciences (NCATS)

These rows are one share of the data; rates above refer to the full screens.
